Compound activity: PubChem, several laboratories
ER stress rescue – protection against thapsigargin-triggered cell killing – 384-well, CSM14.1, ATP luminescence, primary screen (AID 1222) | CSM14.1 thapsigargin-induced death rescue, ATP luminescence; higher % means a stronger effect | cellular ATP content (survival), % at 20 µM, or EC50 in µM where a hit was titrated | 190,000 tested, under 10 active;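 active = EC50 below 50 µM in the dose-response confirmation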;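 note: death triggered by thapsigargin at about 15 µM added after 2 h compound pretreatment; cell ATP read after overnight thapsigargin exposure of roughly 18 to 22 hours; normalized against plate controls of thapsigargin alone and 5% DMSO vehicle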
PMI inhibition – MPI inhibition at elevated mannose 6-phosphate – biochemical, fluorescence intensity, high mannose 6-phosphate, primary screen (AID 1220). recombinant PMI enzyme, coupled fluorescence intensity; higher % means a stronger effect. one-dose inhibition, % at 20 µM; IC50 in µM for titrated hits. 190,000 compounds, 0.66% hits
PMI inhibitors – MPI enzyme activity inhibition – biochemical, fluorescence intensity, coupled assay, primary screen (AID 1209). purified PMI enzyme, coupled fluorescence intensity; higher % means a stronger effect. one-dose inhibition, % at 20 µM; IC50 in µM for titrated hits. 190,000 compounds, 0.42% hits;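 note: plate controls were DMSO vehicle for no effect and wells lacking substrate for full effect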
Myeloid diff MLP – myeloid differentiation induction | ER-HoxA9 myeloid progenitors, lysozyme-GFP differentiation, flow cytometry | calls only at 10 µM | 360,000 compounds, 1% hits | AID 624256;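 active = normalized GFP-positive differentiation at or above the plate's own cutoff, the solvent-only control mean plus 3 SD; inconclusive = no clear call, values can overlap the other calls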;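 note: cells exposed to compound for four days before flow analysis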
LYP inhibition – inhibitors of LYP phosphatase, biochemical, fluorescence intensity, uHTS (AID 1779); recombinant LYP phosphatase, fluorescence intensity; higher % means a stronger effect; one-dose inhibition, % at 11.5 µM; IC50 in µM for titrated hits; 290,000 compounds, 0.054% hits;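 note: plate controls were vehicle with enzyme for no effect and no enzyme for full effect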
P. falciparum M17LAP – P. falciparum M17LAP inhibitors, primary screen, biochemical, fluorogenic H-Leu-NHMec substrate, 1536-well (AID 1619). inhibition, % at 30 µM; hits with a dose series show IC50 in µM. recombinant M17LAP, H-Leu-NHMec fluorogenic kinetic assay; higher % means a stronger effect. 220,000 compounds, 0.38% hits;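 active = compound inhibiting the enzyme by more than half at any dose during confirmatory dose-response retesting; inconclusive = strong single-dose inhibitors picked by rank but not retested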;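 note: plate controls were full reaction with DMSO carrier for no effect and no enzyme background for full effect; strong numbers were not always called active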
P. falciparum M1AAP – malaria alanyl aminopeptidase activity blockers – biochemical, fluorogenic H-Leu-NHMec substrate, 1536-well (AID 1445); recombinant M1AAP, H-Leu-NHMec fluorogenic kinetic assay; higher % means a stronger effect; one-dose inhibition, % at 30 µM; IC50 in µM for titrated hits; 220,000 compounds, 0.42% hits;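 active = primary inhibition above the hit cutoff, then over 50% inhibition at one or more dose response concentrations, cut at about 23% in these data, passing the limit was not always enough; inconclusive = conflicting primary data, or primary hits not chosen for dose response; inactive = low primary inhibition, or under 50% at every dose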;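 note: plate controls were DMSO full reaction for no effect and no enzyme background for full effect; strong numbers were not always called active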
XIAP displacement – small molecules displacing peptide from XIAP – biochemical, IAP family, fluorescence polarization (AID 1018). one-dose displacement, % at 20 µM; IC50 in µM for titrated hits. 200,000 compounds, 0.007% hits. XIAP BIR domain, fluorescence polarization peptide displacement; higher % means a stronger effect; in the data active = displacement above about 50%; note: a part of the inactive calls stands beside numbers as strong as those of hits
TNAP activators – human TNAP enzyme activators, primary screen, biochemical, luminescent, no phosphate acceptor, uHTS (AID 1001); purified TNAP, luminescent activation assay, no phosphate acceptor; higher activation fold means a stronger effect; activation fold at 20 µM, or EC50 in µM where a hit was titrated; 200,000 compounds, 0.03% hits; in the data active = activation fold from about 3, or a potency from the dose series; inactive = the rest, 99 in 100 with activation fold below about 1.6; note: many of its hits are not listed in these tables
Myeloid diff MLP GFP+ MAC1+ % – second read-out of Myeloid diff MLP, no call of its own (marks repeat the call); GFP+ MAC1+ double positive, %; measured here: differentiation confirmed by MAC1 staining
* marks the source's active call; other numbers are inactive results; i = inactive; ? = inconclusive; . = no result given. Cut-off read from the data, not from the text of the source, unless noted: active = inhibition above about 50%; inactive = the rest.

Every second line gives: ER stress rescue, PMI inhibition, PMI inhibitors, Myeloid diff MLP, Myeloid diff MLP GFP+ MAC1+ %, LYP inhibition, P. falciparum M17LAP, P. falciparum M1AAP, XIAP displacement, TNAP activators
O=C(COC(=O)c1ccc(O)cc1)Nc1cc(C(F)(F)F)ccc1Cl
→ -2.3%, 4%, 3%, i, 0.6, -1%, 2%, -4%, -0.1%, 1.1
N#C/C(=C/c1cccs1)c1ccccn1
→ ., ., ., i, 0.2, -1%, 15%, 13%, ., .
Cc1ccc2[nH]c(=O)c(CN(Cc3ccco3)C(=O)c3ccncc3)cc2c1
→ 0.4%, 2%, 3%, i, 0.9, -7%, 9%, 5%, -3.2%, 1.1
Cc1sc2c(c1C)C(=O)NC(c1ccccc1F)N2 (stereo not drawn)
→ ., ., ., i, 0.9, -7%, 1%, 2%, ., .
Nc1cc(=O)[nH]c(N2CCN(c3ccccc3)CC2)n1
→ 0.2%, 47%, 20%, i, 0.1, -5%, -2%, 0%, -7.1%, 1
CNC(=O)NC(=S)NC(=O)c1ccc(OC)cc1
→ 0.0%, -6%, -10%, i, 0.6, -6%, -8%, 8%, -2.7%, 1
CN(C)c1nc(NCc2ccccc2)nc(N/N=C/c2ccc3c(c2)OCO3)n1
→ -3.3%, 6%, 8%, i, 1.1, 5%, 3%, 2%, -3.6%, 1
O=C1CC(N2CCN(Cc3ccc4c(c3)OCO4)CC2)C(=O)N1c1ccccc1 (stereo not drawn)
→ ., -2%, 0%, i, 6.8, -4%, 14%, 2%, 0.6%, 1.1
Cc1cc(C)nc(NC(=O)c2cccs2)n1
→ ., ., ., i, 0.2, -7%, -1%, -2%, ., .
Cc1c(Br)cc(C(=O)N2CCN(CCO)CC2)c(C)c1C
→ 1.0%, 13%, 20%, i, 1.2, -5%, 4%, 3%, -8.3%, 1.1
Cn1nccc1C(=O)N/N=C/c1ccccc1[N+](=O)[O-]
→ ., ., ., i, 0.3, -5%, 2%, 8%, ., .
CCOc1ccc(NC(=O)CSc2nc3cccnc3n2CC)cc1
→ -1.0%, 1%, 2%, i, 0.8, -5%, 5%, 1%, -31%, 1.1
CCN(CC)c1ccc(C2C3CCCCC3(O)CCN2CC(=O)Nc2ccccc2)cc1 (stereo not drawn)
→ 0.2%, 5%, 14%, i, 0.8, -2%, -5%, 0%, -4.8%, 1
CCc1ccccc1OCC(=O)OCC(=O)c1c(N)n(C)c(=O)n(C)c1=O
→ -0.3%, 2%, 6%, i, 0.0, -7%, 8%, -1%, -6.5%, 1
Cc1ccc(NC(=O)C(=O)NCCc2c[nH]c3ccccc23)cc1C
→ -1.5%, 16%, 16%, i, 1.1, 1%, -17%, 6%, -5.2%, 1
CCOC(=O)c1c(NC(=O)c2ccccc2N(C)S(=O)(=O)c2ccccc2)sc2c1CCCC2
→ -0.7%, 8%, 18%, ., ., 4%, 1%, -1%, -0.1%, 1.1
CC(=O)c1cccc(NC(=O)c2ccc(N(C)S(C)(=O)=O)cc2)c1
→ ., 5%, 8%, i, 0.8, -3%, 10%, 14%, -4.1%, 1.2
OCCN(Cc1ccccc1)Cc1ccc(F)c(F)c1
→ 0.1%, -1%, 15%, i, 1.1, -10%, 0%, 5%, -1.3%, 1.1
CCCCC1=CC2=C(c3ccco3)C(=O)C(C)(OC(=O)c3ccc(OC)cc3)C(=O)C2=CN1C(CO)CO (stereo not drawn)
→ ., ., ., i, 1.9, -7%, 0%, 12%, ., .
Cc1ccc(SCCC(=O)Nc2nccs2)cc1
→ -2.3%, 0%, -6%, i, 0.2, -3%, 1%, 7%, -0.2%, 1.1

Continuation:
Every second line gives: ER stress rescue, PMI inhibition, PMI inhibitors, Myeloid diff MLP, Myeloid diff MLP GFP+ MAC1+ %, LYP inhibition, P. falciparum M17LAP, P. falciparum M1AAP, XIAP displacement, TNAP activators
COc1ccccc1NC(=O)c1c(C)nc2ccccc2c1C(=O)O
→ ., ., ., i, 0.5, -4%, 6%, 7%, ., .
COc1cc(C(=O)Nc2nnc(C(F)(F)F)s2)c([N+](=O)[O-])cc1OC
→ -0.9%, 37%, 7%, i, 0.0, 2%, 0%, -4%, -0.6%, 1.1
O=C(CCc1ccccc1)NNC(=O)C1CCCCC1
→ -0.5%, -5%, -9%, i, 6.9, -7%, 17%, -1%, -5.1%, 1
Cc1cc2c(n1-c1ccc(Cl)cc1)CC(C)(C)CC2=O
→ 0.6%, 5%, 12%, i, 9.2, -2%, -1%, 3%, -3.4%, 1.1
CCOC(=O)c1ccc(CNCc2ccc(C)cc2)cc1
→ -2.6%, -5%, 2%, i, 0.2, -1%, -7%, -1%, -2.4%, 1
C(=N/Nc1nccs1)/c1cccnc1
→ -2.2%, -11%, -10%, i, 0.2, -2%, 12%, 8%, -9.6%, 1.1
Cc1ccc(C(=O)NC2CCCc3ccccc32)o1 (stereo not drawn)
→ ., 15%, 5%, i, 1.0, -2%, 3%, 1%, -4.8%, 1
CCOC(=O)c1cnc(C(F)(F)F)nc1Oc1ccccc1
→ ., ., ., i, 0.4, -10%, -5%, -2%, ., .
Cc1ccc2[nH]c(=O)c(COC(=O)C3CCCCC3)cc2c1
→ ., ., ., i, 0.5, -2%, 5%, 2%, ., .
COc1ccc(N(C(=O)c2ccccc2OC)C2C=CS(=O)(=O)C2)c(OC)c1 (stereo not drawn)
→ ., 6%, 5%, i, 1.1, -3%, -4%, 1%, -1.9%, 1
COc1ccccc1CNC(=O)Cc1ccc(Br)cc1
→ -1.4%, 3%, 12%, i, 0.6, -4%, -3%, -7%, -15%, 1.2
CCn1c(-c2ccncc2)n[nH]c1=S
→ 2.1%, -3%, -13%, i, 0.2, 8%, -2%, 2%, 3.5%, 0.9
CCOc1ccc(CCNC(=O)CN(C)S(=O)(=O)c2ccc3c(c2)CCC(=O)N3)cc1OCC
→ -0.1%, 2%, 5%, i, 0.7, -2%, -8%, 6%, -3.7%, 1.1
NCCCCCNC(=O)/C=N\O
→ -0.6%, -3%, -6%, i, 0.5, 2%, 11%, 7%, -5.0%, 1
CCNc1nc(NCC)nc(SCCOc2ccc(C)cc2)n1
→ -1.3%, 7%, 6%, i, 0.2, -1%, -12%, -1%, 0.9%, 1
Oc1ccc(Nc2nc(N3CCCC3)c3ccccc3n2)cc1
→ -3.9%, 7%, 2%, ?, ., -6%, 2%, 12%, -1.2%, 1
O=C(NC(=S)N1CCN(c2ccc(Cl)cc2[N+](=O)[O-])CC1)c1ccco1
→ -3.5%, 13%, 24%, i, 0.6, -3%, -1%, 13%, 19%, 1.1
O=C(O)c1cn(CCOc2ccccc2Cl)c2ccccc12
→ -0.4%, -14%, -17%, i, 0.3, -1%, 12%, 13%, -6.7%, 1.1
COc1ccccc1CN(Cc1ccco1)S(=O)(=O)c1ccc(-n2cnnn2)c(OC)c1
→ 0.6%, 0%, 7%, i, 9.8, -7%, 8%, 2%, 1.8%, 1.1
CC(=O)N1N=C(c2ccc(C(C)(C)C)cc2)OC1(C)C
→ 1.8%, -4%, 17%, i, 1.0, -5%, -10%, -9%, -2.2%, 1

(list continues)
Every second line gives: ER stress rescue, PMI inhibition, PMI inhibitors, Myeloid diff MLP, Myeloid diff MLP GFP+ MAC1+ %, LYP inhibition, P. falciparum M17LAP, P. falciparum M1AAP, XIAP displacement, TNAP activators
CCOc1ccc2[nH]c(=O)c(CN(Cc3ccco3)C(=O)c3cccc(F)c3)cc2c1
→ 0.1%, 18%, 6%, i, 0.4, -5%, 4%, 13%, -5.4%, 1
COc1ccccc1NC(=S)NC(=O)CC(C)C
→ -1.2%, -10%, 3%, ?, ., -3%, -9%, 7%, -0.7%, 1.1
CCOC(=O)c1cnn(-c2ccc([N+](=O)[O-])cc2)c1N
→ ., ., ., i, 0.2, -2%, 4%, 1%, ., .
CCS(=O)(=O)N1CCCC(C(=O)NCCCOC)C1 (stereo not drawn)
→ -1.6%, -6%, -5%, i, 0.7, -2%, 2%, -1%, -2.5%, 1.1
O=C(CCCc1nc(-c2ccccc2)no1)Nc1cccnc1
→ -0.6%, -2%, 5%, i, 0.2, -6%, -10%, 5%, 2.0%, 1.1
COc1ccc(CCNC(=O)CN(c2ccc(OC)cc2)S(C)(=O)=O)cc1
→ -0.1%, 2%, 0%, i, 0.3, -9%, 0%, -1%, -4.4%, 1.1
CCOc1ccc(CNCCc2ccc(S(N)(=O)=O)cc2)cc1
→ -1.8%, 5%, -7%, ., ., -5%, 9%, 6%, -19%, 1
O=C(O)C1CCCN1C(=O)c1cccs1 (stereo not drawn)
→ -2.2%, -13%, -9%, i, 0.6, -6%, 5%, 0%, -1.2%, 1.1
COc1ccc2c(c1)CCc1c(C(=O)NCCc3ccc(OC)c(OC)c3)noc1-2
→ 0.7%, 8%, 8%, i, 6.7, 6%, -5%, 6%, -5.6%, 1.1
COc1ccc(C(CC(=O)NCc2ccco2)c2ccc(F)cc2)cc1 (stereo not drawn)
→ 0.9%, -2%, 1%, i, 1.5, -2%, 0%, -1%, -2.5%, 1.1
CCN(CCCNC(=O)C1CCN(S(=O)(=O)N2CCOCC2)CC1)c1cccc(C)c1
→ -0.8%, 7%, 4%, i, 1.1, -8%, -5%, -5%, -1.8%, 1
O=C(COc1ncnc2c1cnn2-c1ccccc1)Nc1ccc(S(=O)(=O)N2CCCCC2)cc1
→ 0.0%, 0%, 8%, i, 0.7, 7%, -9%, 0%, -5.7%, 0.9
COc1ccc(/C=C/C(=O)NC(=S)NN2CCCCC2c2cccnc2)cc1OC (stereo not drawn)
→ -0.8%, 8%, 9%, i, 1.0, -6%, -2%, 0%, -6.0%, 1
COc1ccccc1NC(=O)c1nn(-c2ccc(F)c(F)c2)ccc1=O
→ 1.4%, -6%, -5%, i, 0.0, 1%, 13%, 2%, 0.8%, 1.1
CSc1ccccc1C(=O)NCCSc1ccccc1
→ -3.6%, 8%, 16%, i, 6.7, -2%, 8%, -3%, -5.4%, 1.1
CN(C)S(=O)(=O)c1cccc(NC(=O)COC(=O)c2ccc([N+](=O)[O-])o2)c1
→ -2.0%, 18%, 9%, i, 0.2, -2%, -7%, 4%, -6.9%, 1.2
Cc1cc(C)c(C#N)c(SCC(=O)Nc2ccccc2)n1
→ 0.1%, -4%, -6%, i, 0.1, -2%, 1%, 0%, -3.7%, 1
CCOC(=O)c1sc(NC(=O)c2cc3c(s2)CCC(C)C3)nc1C (stereo not drawn)
→ 0.1%, -10%, -3%, i, 0.7, -3%, -2%, -4%, -9.4%, 1.2
